T cell modulator – T cell immune modulation candidate. 2C CD8+ T cell-vesicle binding, flow cytometry; stronger effect = lower value. calls only at 7 µM. actives 0.068% (n = 330,000). AID 2052;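 active = response, share of CD8 T cells binding vesicles, and their 90th percentile fluorescence all below set limits, cut at about 80% in these data, passing the limit was not always enough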
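Material: murine 2C transgenic CD8+ T lymphocytes / Also added: QL9-peptide-loaded Drosophila micro-vesicles bearing Ld, ICAM-1 and B7-1 / Schedule: binding step 1.5 h, 37 °C, antibody labelling 20 min, ice / Signal: flow cytometry, PE anti-B7-1 (FL2) versus Alexa647 anti-CD8 (FL8), PFA-fixed / Evaluation: percent CD8+ FL2 mean versus row control / Benchmarks: naked versus QL9-loaded vesicles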
T cell modulator vesicle-bound % – further read-out of T cell modulator, marked with its call; double positive events, %; measured here: CD8+ vesicle-bound cell fraction;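 binding gate set so that unloaded-vesicle control wells show 10% double positive cells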
Numbers without * were called inactive; i = inactive. A portion of the library. The share of hits here may be higher or lower than overall.

The line under a structure holds: T cell modulator | T cell modulator vesicle-bound %
1	CCCCN(C)CCCNC(=O)C1(O)c2ccccc2NC(=O)N1c1ccc(Cl)cc1 (stereo unspecified)
 : i | 17.2
2	COc1cc(/C=N/NC(=S)NCCc2ccccc2)cc(OC)c1OC
 : i | 24.8
3	O=C(CSc1nnc(CNC(=O)c2ccc(F)cc2)o1)NCc1ccc(F)cc1
 : i | 13.6
4	Cc1cc(C(=O)NNC(=O)c2ccc(Cl)c(S(N)(=O)=O)c2)c(C)o1
 : i | 52.7
5	COc1ccc(-c2nnc(NC(=O)c3c(OC)cccc3OC)s2)cc1
 : i | 53.8
6	O=C(NCCNC1CCCCC1)c1ccco1
 : i | 46.2
7	COc1ccccc1C(=O)CC(=O)C(=O)Nc1cccc([N+](=O)[O-])c1C
 : i | 23.0
8	COc1ccc(F)cc1Cn1nc(C(=O)O)c2ccccc2c1=O
 : i | 47.6
9	Cc1cccn2c(=O)c3cc(C(=O)NCC4CCCO4)c(=N)n(CC4CCCO4)c3nc12 (stereo unspecified)
 : i | 27.0
10	O=C(COC(=O)/C=C/c1ccc([N+](=O)[O-])cc1)NCc1cccs1
 : i | 36.8
11	c1ccc2c(c1)CSc1ccccc1N2
 : i | 32.7
12	CCCn1cc(CN2CCC(n3nccc3NC(=O)CCOc3ccccc3)CC2)c(C)n1
 : i | 8.8
13	Cc1nn(CC(=O)Nc2ccc(Br)cc2F)c(=O)c2cccn12
 : i | 22.1
14	O=C(COc1ccc2c3c(c(=O)oc2c1)CCC3)NCc1ccncc1
 : i | 1.4
15	CC(C)(C)N(Cc1ccccc1)C(=O)COC(=O)/C=C/c1ccc2c(c1)OCO2
 : i | 44.7
16	O=C(CSc1nc(=O)n2cc(Cl)ccc2n1)Nc1ccc2c(c1)OCO2
 : i | 54.1
17	CC(=O)N1c2ccccc2CCc2ccc(N)cc21
 : i | 41.5
18	COc1ccc(C2(C)NC(=O)N(CC(=O)Nc3ccc4[nH]c(=O)[nH]c4c3)C2=O)cc1 (stereo unspecified)
 : i | 10.5
19	N#Cc1c(C(F)(F)F)cc(Cc2ccccc2)nc1SCC(=O)NCC(=O)O
 : i | 27.7
20	CCN(Cc1ccccc1)C(=O)CN1C(=O)NC2(CC(C)CC(C)(C)C2)C1=O (stereo unspecified)
 : i | 14.3
21	Cc1ccc(-c2cc(=O)[nH]c(NCc3ccccc3)n2)cc1
 : i | 20.6
22	CC(=O)c1ccc(S(=O)(=O)Nc2ccc(-c3ccc4nncn4n3)cc2)cc1
 : i | 26.7
23	Cc1cc(-c2ccc(S(=O)(=O)Nc3ccc(C#N)cc3)s2)on1
 : i | 30.5
24	CCCCOCCCN1CC(=O)N2[C@@H](Cc3c([nH]c4ccccc34)C2(C)C)C1=O
 : i | 14.7
25	O=C(CNC(=O)c1ccccc1Br)N/N=C/c1ccco1
 : i | 26.4
26	O=C(NCc1ccccc1F)C1CCCN1C(=O)Nc1ccc(Cl)cc1 (stereo unspecified)
 : i | 28.6
27	Cc1ccc(-c2nc(SCC(=O)c3c(N)n(C4CC4)c(=O)[nH]c3=O)n[nH]2)cc1
 : i | 54.0
28	CCC(C)(C)NC(=O)CN(Cc1ccccc1)C(=O)CCC(=O)Nc1nccs1
 : i | 21.4
29	Cc1nc(N2CCCCCC2)c2ccccc2n1
 : i | 23.9
30	CC(C)Cc1nnc(NC(=O)CCC(=O)N2CC(C)CC(C)C2)s1 (stereo unspecified)
 : i | 10.8

Complete entries, quoted from the list. Order of screens: T cell modulator, T cell modulator vesicle-bound %
`Cc1cccn2c(=O)c3cc(C(=O)NCC4CCCO4)c(=N)n(CC4CCCO4)c3nc12` (stereo unspecified) is listed with i, 27.0
`COc1ccc(F)cc1Cn1nc(C(=O)O)c2ccccc2c1=O` is listed with i, 47.6

Fetched by structure from the entries so far, 3 records:
The line under a structure holds: T cell modulator | T cell modulator vesicle-bound %
22	CC(=O)c1ccc(S(=O)(=O)Nc2ccc(-c3ccc4nncn4n3)cc2)cc1
 : i | 26.7
5	COc1ccc(-c2nnc(NC(=O)c3c(OC)cccc3OC)s2)cc1
 : i | 53.8
27	Cc1ccc(-c2nc(SCC(=O)c3c(N)n(C4CC4)c(=O)[nH]c3=O)n[nH]2)cc1
 : i | 54.0

Back to the main list with the two entries that preceded the break.
The line under a structure holds: T cell modulator | T cell modulator vesicle-bound %
29	Cc1nc(N2CCCCCC2)c2ccccc2n1
 : i | 23.9
30	CC(C)Cc1nnc(NC(=O)CCC(=O)N2CC(C)CC(C)C2)s1 (stereo unspecified)
 : i | 10.8
31	O=C(O)c1cccc(S(=O)(=O)N(Cc2ccccc2)c2cccc(C(F)(F)F)c2)c1
 : i | 20.3
32	CCN(CCC#N)c1ccc(N2C(=O)CCCC2=O)cc1[N+](=O)[O-]
 : i | 7.2
33	COc1cc(C(C)=O)ccc1OCC(O)CN1CCN(c2cc(C)cc(C)c2)CC1 (stereo unspecified)
 : i | 37.9
34	COc1ccc(CNCc2cc(OC)ccc2OC)cc1
 : i | 60.0
35	COc1ccccc1CN1CC(C(=O)N(C)CCCn2nc(C)cc2C)CCC1=O (stereo unspecified)
 : i | 79.1
36	Cc1coc2cc3oc(=O)c(CCC(=O)NC4CC4)c(C)c3cc12
 : i | 50.0
37	O=C(COC(=O)/C=C/c1cccc(Cl)c1)NC1CC1
 : i | 32.2
38	CC1CCCCN1C(=O)CCS(=O)(=O)Cc1ccccc1 (stereo unspecified)
 : i | 38.2
39	CN(Cc1ccc(F)cc1)C(=O)c1ccc(NC(=O)CC2SC(N3CCCC3)=NC2=O)cc1 (stereo unspecified)
 : i | 28.5
40	Nc1nc(SCC(=O)O)[nH]c(=O)c1NC(=O)c1ccco1
 : i | 67.5
41	O=CN1c2ccccc2CSc2ccccc21
 : i | 17.5
42	Cc1cc(=O)oc2cc(OCC(=O)NC3CCN(Cc4ccccc4)CC3)ccc12
 : i | 15.9
43	Cc1ccc(S(=O)(=O)N(C)C)cc1NC(=O)COC(=O)CC1CCCC1
 : i | 42.0
44	COc1ccc(C(=O)NCCCNC(=O)c2ccco2)cc1OC
 : i | 38.7
45	O=C(CCS(=O)(=O)c1ccc2c(c1)NC(=O)CO2)NCCc1ccccc1
 : i | 5.1
46	O=C(NCC(c1ccco1)N1CCCCC1)c1ccc(S(=O)(=O)Nc2ccccc2)cc1 (stereo unspecified)
 : i | 54.5
47	O=C(N/N=C\c1c[nH]c2ccccc12)c1ccc(O)cc1
 : i | 29.3
48	CCOc1cccc(NC(=O)CSc2sc3c(O)cc(=O)[nH]c3c2C#N)c1
 : i | 22.2
49	CC12CCC(=O)N1C(C(=O)NNC(=O)COc1ccc(Br)cc1)CS2 (stereo unspecified)
 : i | 49.3
50	CCOC(=O)c1ccccc1NC(=O)c1cn(CC)c2nc(C)ccc2c1=O
 : i | 23.2
51	CC(C)OC(=O)c1ccc(COc2ccc3ccc(=O)oc3c2)o1
 : i | 16.4
52	Cc1cc(C)cc(C(=O)NC(CC(N)=O)c2ccc(N3CCC(Cc4ccccc4)CC3)c([N+](=O)[O-])c2)c1 (stereo unspecified)
 : i | 18.4
53	COc1ccc(CNC(=O)COc2cc(O)c3c(c2)OC(C)(C)CC3=O)c(OC)c1
 : i | 60.9
54	C=CC[C@@H](CC(=O)N[C@@H](CO)Cc1ccccc1)C(=O)N[C@@H](COC(=O)[C@H](CC=C)CC(=O)OC(C)(C)C)Cc1c[nH]c2ccccc12
 : i | 13.9
55	O=C(N/N=C/C(Br)=C/c1ccccc1)c1ccccc1F
 : i | 24.0
56	CCOc1ccc(NC(=O)CN(c2ccc(OC)cc2)S(=O)(=O)c2cccs2)cc1
 : i | 27.4
57	CC(NC(=S)NC(=O)c1ccccc1)c1ccccc1 (stereo unspecified)
 : i | 53.7
58	O=C(CSc1ccc2nnc(-c3cccnc3)n2n1)Nc1ccc(F)cc1
 : i | 22.8
59	CCOc1ccc2[nH]c3nc(SCC(=O)NC4CC4)nnc3c2c1
 : i | 17.3
60	COc1ccc(NC(=O)NCC(C)CSc2ccc(C)cc2)c(OC)c1 (stereo unspecified)
 : i | 26.4

Next results:
The line under a structure holds: T cell modulator | T cell modulator vesicle-bound %
61	COC(=O)c1ccc(S(=O)(=O)N2CCOCC2)o1
 : i | 11.5
62	COc1ccc(C(C)NC(=O)c2ccncc2)cc1OC (stereo unspecified)
 : i | 5.7
63	COc1cc(C(CC(=O)Nc2cccc(C)n2)N2Cc3ccccc3C2=O)cc(OC)c1OC (stereo unspecified)
 : i | 34.5
64	CC(C)(C)Cc1nnc(NS(=O)(=O)c2ccc([N+](=O)[O-])cc2)s1
 : i | 59.7
65	CCn1c(CC(=O)Nc2ccccc2)nnc1SCC(=O)NC1CCCC1
 : i | 42.7
66	NS(=O)(=O)c1ccc(NC(=O)COC(=O)Cc2c[nH]c3ccccc23)cc1
 : i | 51.8
67	Cn1c(SCC(=O)NCC2CCCO2)nnc1-c1ccco1 (stereo unspecified)
 : i | 26.5
68	O=C(NCC(=O)N1CCN(C(=O)c2ccccc2)CC1)c1ccc(Cl)cc1Cl
 : i | 18.4
69	CC(C)c1cc(C(=O)N2CCCC(Nc3ccc(F)cc3)C2)nc(N)n1 (stereo unspecified)
 : i | 27.6
70	O=C(Nc1cc(Cl)ncn1)c1ccccc1
 : i | 44.6
71	Cc1noc(C)c1S(=O)(=O)N1CCN(c2ccc([N+](=O)[O-])cc2)CC1
 : i | 44.7
72	Cc1ccc(C)c(N(CC(=O)NC2CCCC2)C(=O)CCC(=O)Nc2nccs2)c1
 : i | 12.7
73	CC1CC(C)CN(S(=O)(=O)c2ccc(C(=O)N3CCCC3)cc2)C1 (stereo unspecified)
 : i | 8.9
74	Cc1ccccc1CS(=O)(=O)Cc1ccc(C(=O)NCCc2ccccc2)o1
 : i | 15.3
75	COc1ccc(C2=Nn3c(nnc3-c3ccccc3Cl)SC2)cc1OC1CCCC1
 : i | 8.0
76	O=C1CC2(CCN(C(=O)C(=O)c3c[nH]c4ccccc34)CC2)Oc2ccccc21
 : i | 13.5
77	CC(=O)N1CCSc2ccc(S(=O)(=O)NCCc3ccc(C)cc3)cc21
 : i | 30.0
78	CCc1ccc(NC(=O)CC2C(=O)NCCN2C(=O)c2ccccc2OC)cc1 (stereo unspecified)
 : i | 24.1
79	CCCN1CCN(CCCNC(=O)CN2C(=O)C(CC)Oc3ccccc32)CC1 (stereo unspecified)
 : i | 24.5
80	CCn1cc2nc(SCC(=O)Nc3ccc(OC)cc3OC)n(Cc3ccc(OC)cc3)c(=O)c2n1
 : i | 33.7
81	O=C(O)CC(Cc1ccc(Br)cc1)C(=O)Nc1ccccc1 (stereo unspecified)
 : i | 59.7
82	CCN1CCCC1CNC(=O)c1cc2ccc(OC)cc2[nH]1 (stereo unspecified)
 : i | 36.0
83	CCOCCCNC(=O)CN1C(=O)COc2ccc(S(=O)(=O)N3CCCCCC3)cc21
 : i | 4.2
84	CC(=O)N1c2ccc(S(=O)(=O)NCCc3ccccc3)cc2CC1C (stereo unspecified)
 : i | 48.5
85	CCOc1cc(/C=N\NC(=O)c2ccc(C)nc2)ccc1OC(=O)c1ccc(F)cc1
 : i | 24.5
86	CCOC(=O)c1[nH]cnc1C(=O)N1CCC(C)CC1
 : i | 23.4
87	Cc1ccc(/C=N/Nc2ccccn2)s1
 : i | 45.5
88	O=C(CSc1ccc(F)cc1)Nc1ccc(N2CCOCC2)cc1
 : i | 71.8
89	CCOc1ccc(NC(=O)[C@H](C)NC(=O)C2CC(=O)N(c3ccc(OC)cc3)C2)cc1 (stereo partly specified)
 : i | 9.6
90	COC(=O)c1ccc(/C=N/n2c(C)nc3ccccc3c2=O)cc1
 : i | 29.6

(more compounds)
The line under a structure holds: T cell modulator | T cell modulator vesicle-bound %
91	O=C(N/C(=C/c1cccnc1)C(=O)N1CCCCCC1)c1ccccc1
 : i | 19.3
92	O=C(COC(=O)c1ccc(O)cc1)NC1CCCCCC1
 : i | 60.2
93	CC(NC(=O)c1cc2cc(F)ccc2[nH]1)c1ccccc1 (stereo unspecified)
 : i | 51.9
94	CC1(C(=O)O)CCC(C(=O)Nc2ccc(OC(F)(F)Cl)cc2)C1(C)C (stereo unspecified)
 : i | 30.8
95	O=C1CC2CCCN2C=C1I (stereo unspecified)
 : i | 15.6
96	O=C(c1ccc(F)cc1Cl)N(Cc1ccco1)C1CCS(=O)(=O)C1 (stereo unspecified)
 : i | 31.9
97	CCN(CC)CCN(C(=O)c1cc(Cl)sc1Cl)c1nc2cc3c(cc2s1)OCO3
 : i | 59.8
98	CCCOc1ccccc1OCC(=O)Nc1cc(Cl)ccc1-n1cncn1
 : i | 23.6
99	CCNC(=O)/C(C#N)=C/c1c(N2CCCCCC2)nc2ccccn2c1=O
 : i | 56.7
100	O=C(CCn1cnnn1)NC1CCCN(Cc2ccccc2F)C1 (stereo unspecified)
 : i | 6.7
101	CN1CCC[C@@H]1CCNC(=O)c1c(-c2ccc3c(c2)OCO3)noc1-c1ccsc1
 : i | 27.0
102	COc1cccc2cc(C(=O)NCc3ccc(Cl)cc3)c(=O)oc12
 : i | 16.2
103	CCCC(=O)Nc1nnc(SCC(=O)N2CCCCC2)s1
 : i | 17.8
104	CN(C)c1ccc(CNC(=O)CCNS(=O)(=O)c2cc(Br)cnc2N)cc1
 : i | 39.6
105	O=C(NC1CCCCCCC1)c1ccc(F)cc1
 : i | 46.0
106	CC(C)(C)N1C(=O)c2ccc(C(=O)Nc3ccc(C(=O)O)cc3)cc2C1=O
 : i | 53.0
107	CCOc1ccc2nc(SCC(=O)c3ccc(O)cc3O)sc2c1
 : i | 53.8
108	O=C(N=C1SC2CS(=O)(=O)CC2N1CCc1ccc(F)cc1)C1CCCCC1 (stereo unspecified)
 : i | 40.3
109	CCCN(C(=O)COC(=O)CCOc1ccc(C)cc1)c1c(N)n(Cc2ccccc2)c(=O)[nH]c1=O
 : i | 34.3
110	Cc1ccc(Sc2ccc(NC(=O)CCN3C(=O)NC4(CCCC4)C3=O)cc2)c(C)c1
 : i | 16.5
111	Cc1c(C(=O)N2CCCCC2)c(S(=O)(=O)NCCc2ccc(Cl)cc2)c(C)n1C
 : i | 9.9
